Compound activity from PubChem.
RTF Ca sens inh: cardiac RTF calcium desensitization. P19429+P45379. IANBD-labeled cardiac RTF, Ca2+ fluorescence. inhibition, % at 7.15 µM. 0.12% of 340,000 active. AID 493244;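 active = inhibition above the mean inhibition of all tested compounds plus 3 SD, cut at about 17% in these data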;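 also: assay run at fixed EC70 calcium of 1.6 mM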
PvdQ acylase: P. aeruginosa PvdQ acylase inhibition; purified PvdQ acylase, fluorescence plate reader; inhibition, % at 10 µM; 0.063% of 340,000 active; AID 488965; in the data active = inhibition above about 30%, passing the limit was not always enough;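 also: 0% = vehicle neutral wells and 100% = reference inhibitor wells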
DAGLB inh: diacylglycerol lipase beta (human) inhibition | HEK293T DAGLB membrane lysate, EnzChek fluorogenic substrate | 0.059% of 340,000 active | inhibition, % at 5.17 µM; in the data active = inhibition above about 34%;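 also: 0% = enzyme with vehicle and 100% = wells lacking enzyme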
Target sequence (Q8NCG7 whole entry, looked up): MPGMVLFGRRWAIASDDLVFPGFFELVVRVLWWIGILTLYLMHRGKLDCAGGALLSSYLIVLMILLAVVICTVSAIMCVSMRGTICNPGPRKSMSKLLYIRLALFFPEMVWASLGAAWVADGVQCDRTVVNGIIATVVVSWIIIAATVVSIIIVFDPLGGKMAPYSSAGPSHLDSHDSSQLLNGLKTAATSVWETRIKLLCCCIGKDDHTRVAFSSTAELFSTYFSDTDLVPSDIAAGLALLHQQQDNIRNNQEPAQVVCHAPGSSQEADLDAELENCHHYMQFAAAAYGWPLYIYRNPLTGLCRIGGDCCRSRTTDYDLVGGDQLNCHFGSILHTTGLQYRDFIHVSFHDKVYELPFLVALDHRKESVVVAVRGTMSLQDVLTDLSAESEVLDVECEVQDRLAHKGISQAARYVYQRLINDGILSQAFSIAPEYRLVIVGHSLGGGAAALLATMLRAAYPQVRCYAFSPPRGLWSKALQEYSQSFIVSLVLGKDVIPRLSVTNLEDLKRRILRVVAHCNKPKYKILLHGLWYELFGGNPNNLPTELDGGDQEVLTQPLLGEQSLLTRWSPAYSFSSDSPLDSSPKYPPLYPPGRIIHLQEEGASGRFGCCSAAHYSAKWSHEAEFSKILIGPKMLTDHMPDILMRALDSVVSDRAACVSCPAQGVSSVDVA
Arrestin-AP2 inh: human beta-arrestin and AP2 interaction inhibition; 0.31% of 340,000 active; FITC-arrestin peptide / GST-AP2 beads, flow cytometry; AP2 beta2 appendage carries R879A mutation; inhibition, % at 10 µM; AID 504490;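 active = inhibition above a set limit, near 3 SD of compounds lacking own fluorescence, cut at about 54% in these data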;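 also: plate controls were DMSO wells for no effect and 5 µM unlabelled arrestin peptide for full effect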
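System: GST-AP2 R879A glutathione beads; medium: PBS, Tween 20 0.05%, BSA 0.1%; reagent: fluorescein-tagged arrestin peptide at 50 nM final; schedule: pre-incubation 12 min, peptide binding 1 h, room temperature; detection: flow cytometry, FL1 (488/535 nm); read-out: inhibition as reduced fluorescein signal on beads, percent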
LANA DNA inh: inhibitors of KSHV LANA C-terminal domain DNA binding. MBP-C-LANA/FAM-LBS DNA binding, fluorescence polarization. 0.078% of 340,000 active. AID 504423. inhibition, % at 9 µM;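 active = highest replicate inhibition at or above 60% at 9 µM, even if other replicates fall short; inactive = all replicates below 60% inhibition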;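 also: 0% = neutral control wells and 100% = 4 µM acridine orange control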
SR-BI HDL uptake: mouse SR-BI HDL lipid transfer inhibition; 0.96% of 320,000 active; inhibition, % at 12.5 µM; ldlA[mSR-BI] CHO cells, DiI-HDL uptake fluorescence, 3 h; Q61009;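 active = mean replicate inhibition of at least 70% and a set share of replicates each scoring 70 or more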;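 also: 0% = median of neutral control wells and 100% = median of positive control wells; values of inactives mirror those of a sister screen read the other way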
PKA-R2B activ: activators of human PKA-R2B complex; P22694+P31323; PKA-R2B holoenzyme dissociation, Cy5-IP20 fluorescence polarization; R2B truncated from residue 108, S112A mutant; 0% DMSO only, 100% 113 µM cGMP; activation, % at 11.4 µM; 0.079% of 340,000 active;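 active = activation above a cutoff set at the mean over all compounds plus 3 SD, cut at about 18% in these data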;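 also: higher means more holoenzyme dissociation and a rise in polarization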
NSD2 inh: inhibitors of human histone methyltransferase NSD2 | O96028 | 0.54% of 310,000 active | AID 743445 | inhibition, % at 12.5 µM | NSD2 peptide methylation, AlphaScreen, 120 min; in the data active = inhibition above about 50%
SR-BI DiI-HDL act: SR-BI HDL lipid transfer activation; 0.096% of 320,000 active; activation, % at 12.5 µM; CHO ldlA[mSR-BI] cells, DiI-HDL uptake fluorescence, 3 h; 100 = double the neutral-control signal;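 active = mean replicate activation of at least 60% and every replicate at or above 60%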;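 also: 0% = median plate neutral-control signal and 100% = twice that signal; values of inactives mirror those of a sister screen read the other way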
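material = CHO ldlA[mSR-BI] cells | medium = Ham's F12 with 0.5% BSA, HEPES 25 mM, pH 7.4 | reagent = fluorescent DiI-HDL, 10 µg/mL final | compound dosing = single-point compound dose | incubation = 3 h, 37 °C | measured by = bottom-read fluorescence, 550/595 nm | measure = HDL uptake via cellular fluorescence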
Keap1 Nrf2 FP: disrupts human Keap1 binding to Nrf2 peptide; Q14145; Keap1 Kelch-Nrf2 peptide fluorescence polarization, 1536-well; inhibition, % at 9.4 µM; 0.15% of 340,000 active; in the data active = inhibition above about 12%;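 also: human Keap1 Kelch domain with fluorescein labeled Nrf2 9mer peptide probe; 0% = neutral control wells and 100% = peptide positive control; higher means more block of Keap1 binding to Nrf2 peptide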
* hit, by the source's call; . = not tested or not shown; + = active, no number.

structure | RTF Ca sens inh | PvdQ acylase | DAGLB inh | Arrestin-AP2 inh | LANA DNA inh | SR-BI HDL uptake | PKA-R2B activ | NSD2 inh | SR-BI DiI-HDL act | Keap1 Nrf2 FP
CC(OC(=O)CCCNC(=O)c1ccc(Cl)cc1)C(=O)N(C)Cc1ccccc1 (stereo not drawn) | -6 | -9 | -1 | 2 | 0.0 | -21 | 1 | -1 | 21 | -3
Oc1ccc(C[C@H]2CNC(=S)N2CC2CCCN2C[C@H](Cc2ccc(O)cc2)N2C[C@H](Cc3ccccc3)N(CC3CCCCC3)C2=S)cc1 (stereo partly drawn) | -9 | -6 | 8 | -1 | -3.2 | . | -14 | . | . | 0
O=C1c2sc3nc4n(c(=O)c3c2CCC1Br)CCCCC4 (stereo not drawn) | -22 | -11 | 3 | 33 | 0.3 | -5 | 0 | + | 5 | -3
CC(C)CN=CC1=C(O)c2ccccc2C1=O | 1 | 1 | 2 | 9 | 11 | -59 | -6 | 1 | 59 | -2
Cc1ccc(CCN2C(=O)c3ccccc3C2C(=O)NCc2cccnc2)cc1 (stereo not drawn) | -20 | -16 | 0 | -4 | 0.6 | -13 | -9 | 4 | 13 | 0
CCn1nccc1C(=O)Nc1ccccc1OC | -7 | -14 | 0 | 10 | 0.8 | 8 | -2 | 0 | -8 | -7
Cc1ccc(S(=O)(=O)NCCC(=O)NC2CCC(C)CC2)cc1 (stereo not drawn) | -7 | -15 | -3 | -4 | -3.3 | -12 | -1 | -1 | 12 | 0
C/C(=N\Nc1ncc(Br)cn1)c1cccc([N+](=O)[O-])c1 | -1 | -6 | 0 | 0 | 0.2 | -12 | -4 | -1 | 12 | 1
COc1ccccc1CNC(=O)/C(C#N)=C/c1ccc(OC)c(OC)c1OC | 2 | -5 | -4 | 10 | -1.9 | 14 | 0 | -1 | -14 | -3
CC(=O)c1c(C)[nH]c(C(=O)N2CCc3ccccc32)c1C | -8 | -6 | 1 | 4 | -0.8 | 31 | -1 | 0 | -31 | 6
COc1ccc(Cn2nnc3c(=O)[nH]c(C4CCN(S(=O)(=O)c5ccc(C)cc5)CC4)nc32)cc1 | -20 | -12 | 3 | 1 | -0.3 | -2 | 1 | 0 | 2 | -3
COCCn1ccc(O)c(Cc2ccccc2)c1=O | -2 | -4 | 0 | -2 | -2.4 | 15 | -11 | -1 | -15 | -4
CN(Cc1cccc(F)c1)C(=O)C(c1ccccc1)c1ccccc1 | -10 | -14 | -10 | 3 | -3.2 | 5 | -4 | 1 | -5 | -3
COC(=O)N/N=C/C1=CCC2CC1C2(C)C (stereo not drawn) | 4 | -6 | 0 | -15 | -0.7 | -9 | 9 | -3 | 9 | 1
CCOC(=O)C1(Cc2cccc(Cl)c2)CCCN(C(=O)c2ccoc2C)C1 (stereo not drawn) | 1 | -7 | -5 | 5 | -0.1 | 6 | 13 | 1 | -6 | -6
COC(=O)c1cc(S(=O)(=O)NCC2CCN(Cc3ccc(C)cc3)CC2)cn1C | -1 | -8 | 4 | 12 | -2.0 | -13 | -16 | 4 | 13 | 4
COc1ccccc1-c1nc(SCC(=O)O)n[nH]1 | -6 | -11 | 1 | 4 | 0.4 | -18 | -1 | -3 | 18 | -3
Cc1ccc(CN2C3CCCC2CC(NC(=O)c2ccc(C)cc2)C3)cc1 (stereo not drawn) | -10 | 2 | 1 | 4 | 2.4 | 0 | 3 | -1 | 0 | 6
CN1CC[C@@H]2C(=O)N3CCc4ccc(Br)cc4[C@@H]3C[C@@H]21 | 0 | -18 | -2 | -10 | -2.2 | 20 | 4 | . | -20 | 3
COc1ccccc1CNC(=O)COC(=O)c1ccc(C)c(S(=O)(=O)N2CCOCC2)c1 | -8 | -7 | 4 | 0 | -1.0 | 2 | -5 | -3 | -2 | -8
CCOC(=O)CSC1=N/C(=C/c2ccc(-n3cncn3)cc2)C(=O)N1C(C)=O | 5 | 4 | -2 | 49 | -0.2 | 16 | 3 | -4 | -16 | 0
O=C1CN(C(=O)CSc2nc3cc(Cl)ccc3c(=O)n2Cc2ccccc2)c2ccccc2N1 | 4 | 1 | 3 | 15 | -0.4 | 13 | 2 | -1 | -13 | -2
CCC(CO)Oc1cc(NCc2ccc(C(F)(F)F)cc2)c2ncn(C(C)C)c2c1 (stereo not drawn) | -2 | -13 | 4 | 0 | -0.1 | 20 | -8 | . | -20 | -8
CCCN=C(N)/C(C(=O)OCC)=C(\O)c1ccc(OC)cc1 | 11 | -6 | 4 | 6 | 2.7 | 2 | 3 | 0 | -2 | 3
COc1ccc(CCNC(=O)/C=C/c2ccc(S(=O)(=O)N3CCOCC3)cc2)cc1 | -2 | 0 | -3 | 6 | 0.9 | 22 | -1 | -1 | . | -7
O=C(O)c1cc(NCc2ccc(F)cc2)ccc1N1CCOCC1 | -9 | -20 | 1 | 5 | -0.8 | -10 | 3 | 0 | 10 | -3
CCc1ccc(Nc2nc(N)nc(CSc3nc4ccccc4s3)n2)cc1 | -17 | -12 | -2 | -6 | 0.0 | -10 | -16 | 3 | 10 | 1
Cc1nnc(NC(=O)c2cccc(NC(=O)C(C)C)c2)s1 | 10 | -7 | 3 | -3 | -0.9 | 2 | -1 | -3 | -2 | -6
Cc1c(C(=O)O)cccc1-c1ccc(/C=N/Nc2ccc(Br)cc2)o1 | 3 | -4 | 9 | -12 | 3.7 | 13 | -8 | 18 | -13 | -2
Cc1ccc(-c2nnc(N)o2)cc1 | -1 | 3 | 1 | 3 | 0.6 | -26 | -1 | -5 | 26 | -2
CCC(=O)NC(Nc1ccccn1)(C(=O)OC)C(F)(F)F (stereo not drawn) | -7 | -6 | 1 | 34 | -6.5 | . | 7 | -1 | . | 3
CC(=O)c1c(O)cc(C(C)C)n(-c2ccccc2)c1=O | -6 | -15 | -1 | -8 | -0.1 | -2 | 1 | 0 | 2 | -4
CCn1c2ccccc2c2nnc(SCC(=O)Nc3c(C)n(C)n(-c4ccccc4)c3=O)nc21 | -5 | -10 | -1 | -6 | -1.7 | 14 | 2 | 2 | -14 | -4

In the list so far, 2 contain two or more sulfur atoms:
structure | RTF Ca sens inh | PvdQ acylase | DAGLB inh | Arrestin-AP2 inh | LANA DNA inh | SR-BI HDL uptake | PKA-R2B activ | NSD2 inh | SR-BI DiI-HDL act | Keap1 Nrf2 FP
Oc1ccc(C[C@H]2CNC(=S)N2CC2CCCN2C[C@H](Cc2ccc(O)cc2)N2C[C@H](Cc3ccccc3)N(CC3CCCCC3)C2=S)cc1 (stereo partly drawn) | -9 | -6 | 8 | -1 | -3.2 | . | -14 | . | . | 0
CCc1ccc(Nc2nc(N)nc(CSc3nc4ccccc4s3)n2)cc1 | -17 | -12 | -2 | -6 | 0.0 | -10 | -16 | 3 | 10 | 1

Sorted by value in Keap1 Nrf2 FP (lowest first): three from the list above.
Compound,Keap1 Nrf2 FP
CCOC(=O)C1(Cc2cccc(Cl)c2)CCCN(C(=O)c2ccoc2C)C1 (stereo not drawn),-6
COc1ccc(Cn2nnc3c(=O)[nH]c(C4CCN(S(=O)(=O)c5ccc(C)cc5)CC4)nc32)cc1,-3
Cc1ccc(-c2nnc(N)o2)cc1,-2

Random excerpt: 2 compounds from above, in no set order.
structure | RTF Ca sens inh | PvdQ acylase | DAGLB inh | Arrestin-AP2 inh | LANA DNA inh | SR-BI HDL uptake | PKA-R2B activ | NSD2 inh | SR-BI DiI-HDL act | Keap1 Nrf2 FP
O=C(O)c1cc(NCc2ccc(F)cc2)ccc1N1CCOCC1 | -9 | -20 | 1 | 5 | -0.8 | -10 | 3 | 0 | 10 | -3
Cc1ccc(CN2C3CCCC2CC(NC(=O)c2ccc(C)cc2)C3)cc1 (stereo not drawn) | -10 | 2 | 1 | 4 | 2.4 | 0 | 3 | -1 | 0 | 6
